GLD-1 RNA inh – GLD-1/TGE RNA complex disruptors, primary screen, biochemical, fluorescence polarization; Female germline-specific tumor suppressor gld-1 (Caenorhabditis elegans), Q17339; purified GLD-1 + fluorescein TGE RNA; inhibition, % at 5.96 µM; 320,000 tested, 0.44% active;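 active means percent inhibition above a per-plate cutoff, the plate mean of test compounds plus 3 SD, cut at about 30% in these data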;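 further: 0% = DMSO wells with GLD-1 and probe and 100% = wells lacking GLD-1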
VLA-4 inh – inhibition in human VLA-4 binding assay, primary screen, VLA-4 allosteric modulator project, MLPCN library, flow cytometry, VLA-4 expressing cells | ligand binding flow cytometry | 330,000 tested, 0.2% active | Integrin alpha-4 (Homo sapiens), P13612 | inhibition, % (about 7 µM as worked out from the volumes in the protocol); in the data active means inhibition above about 50%
Target sequence (P13612 whole entry, looked up): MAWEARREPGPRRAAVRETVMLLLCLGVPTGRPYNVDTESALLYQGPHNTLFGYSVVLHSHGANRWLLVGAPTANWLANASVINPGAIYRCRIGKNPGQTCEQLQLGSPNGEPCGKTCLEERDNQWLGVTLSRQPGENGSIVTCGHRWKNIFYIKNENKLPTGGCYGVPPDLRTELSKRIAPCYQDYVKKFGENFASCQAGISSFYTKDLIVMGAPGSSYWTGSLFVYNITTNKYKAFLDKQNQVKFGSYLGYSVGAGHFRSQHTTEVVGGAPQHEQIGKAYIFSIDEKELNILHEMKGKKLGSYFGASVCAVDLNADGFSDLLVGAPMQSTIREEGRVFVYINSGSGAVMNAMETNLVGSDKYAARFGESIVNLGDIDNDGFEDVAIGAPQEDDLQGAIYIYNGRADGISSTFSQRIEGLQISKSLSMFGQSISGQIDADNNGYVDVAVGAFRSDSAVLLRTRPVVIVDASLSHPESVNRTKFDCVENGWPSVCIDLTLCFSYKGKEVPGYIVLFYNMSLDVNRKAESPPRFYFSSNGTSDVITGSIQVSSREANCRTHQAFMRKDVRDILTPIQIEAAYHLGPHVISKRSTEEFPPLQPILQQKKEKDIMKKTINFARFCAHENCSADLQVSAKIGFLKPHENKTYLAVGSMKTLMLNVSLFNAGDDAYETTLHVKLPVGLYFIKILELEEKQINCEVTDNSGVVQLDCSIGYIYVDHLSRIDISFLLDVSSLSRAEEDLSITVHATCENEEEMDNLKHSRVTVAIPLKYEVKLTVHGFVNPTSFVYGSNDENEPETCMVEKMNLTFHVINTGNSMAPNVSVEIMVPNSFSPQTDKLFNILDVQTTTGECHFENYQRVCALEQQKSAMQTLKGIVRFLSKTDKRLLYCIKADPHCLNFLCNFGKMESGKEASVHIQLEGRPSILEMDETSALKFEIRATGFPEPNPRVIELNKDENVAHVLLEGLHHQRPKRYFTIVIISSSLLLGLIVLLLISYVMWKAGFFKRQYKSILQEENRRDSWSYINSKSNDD
Efflux pump mplx – inhibitors of Candida efflux pumps in yeast, primary screen, S. cerevisiae, Nile Red, multiplex. S. cerevisiae Candida pump triplex. inhibition, % at 10 µM. 330,000 tested, 0.44% active. AID 485275, 2010;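 active means plate passing quality check with inhibition over a set limit, or well fluorescence over plate mean plus 4 SD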;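 further: Nile Red retained in pooled yeast measured as flow cytometry median fluorescence; 0% = buffer negative control and 100% = Enniatin B positive control; higher means more Nile Red kept so more efflux inhibition; some compounds called inactive have numbers as strong as hits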
MCL1-BIM inh – inhibitors of MCL1 binding to BIM-BH3, primary screen, biochemical, fluorescence polarization. Induced myeloid leukemia cell differentiation protein Mcl-1 (Homo sapiens), Q07820. GST-MCL1 / FITC-Bim-BH3 fluorescence polarization. inhibition, % at 10.9 µM. 320,000 tested, 0.68% active. AID 2057, 2009;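 active means inhibition above the mean inhibition of all tested compounds plus 3 SD, set per campaign, cut at about 40% in these data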;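 further: 0% = DMSO wells and 100% = unlabeled Bim-BH3 peptide control; higher means more loss of mP so more displacement of Bim peptide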
Bcl-xL primary – inhibitors of human Bcl-xL, primary screen, biochemical, fluorescence polarization, HTS; Bcl-2-like protein 1 (Homo sapiens), Q07817; GST-Bcl-xL / FITC-Bim BH3 peptide fluorescence polarization; inhibition, % at 10.9 µM; 320,000 tested, 0.7% active; AID 2129, 2009;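 active means inhibition above the mean of all tested compounds plus 3 SD, cutoff set per campaign, cut at about 30% in these data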;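 further: 0% = DMSO wells and 100% = unlabeled Bim-BH3 peptide competitor; inhibitors lower millipolarization by displacing the labeled peptide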
MEX-5 binding – MEX-5 zinc finger RNA-binding disruptors – biochemical, C. elegans, fluorescence polarization, MLPCN library, primary screen | Zinc finger protein mex-5 (Caenorhabditis elegans), Q9XUB2 | MEX-5/FITC-TCR2 RNA binding; stronger effect = lower value | activity score (negative = inhibition of binding), % at 10 µM | 300,000 tested, 0.38% active | AID 1832, 2009;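 active means inhibition past about -25% in most replicates, and total fluorescence under double the plate's negative control median, limit read from the data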;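 further: 0% = DMSO and -100% = 5 µM competing unlabeled TCR2 RNA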
GRK2 inh – compounds blocking aptamer binding on GRK2 – biochemical, human GRK2, bead flow cytometry, HTS, primary screen; inhibition of aptamer binding, % at 10 µM; FAM-aptamer displacement from GRK2; AID 488847, 2010; Beta-adrenergic receptor kinase 1 (Homo sapiens), P25098; 330,000 tested, 0.59% active;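 active means inhibition of aptamer binding above 40%, roughly 3 SD of noise, on plates passing a quality check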;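 further: median bead fluorescence of bound FAM aptamer so fluorescent compounds give negative values; no value below 0 was filed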
PME-1 primary – PME-1 inhibitors via competitive probe labeling, primary screen, biochemical, fluorescence polarization, FP-Rh probe, HTS. Protein phosphatase methylesterase 1 (Homo sapiens), Q9Y570. recombinant PME-1. inhibition, % at 5.9 µM. 320,000 tested, 0.53% active;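 active means inhibition above the campaign mean of all compounds plus 3 SD, cut at about 26% in these data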;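 further: competitive labeling of PME-1 active site by serine hydrolase directed probe; 0% = PME-1 with DMSO and 100% = wells lacking PME-1 enzyme; inhibitors block probe labeling so polarization falls and inhibition rises; many of its hits are not listed in these tables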
Fam108B counter – mouse Fam108B serine hydrolase inhibitors, primary screen, counter-screen for RBBP9 inhibitor project, biochemical, fluorescence polarization; recombinant Fam108B, FP-Rh probe fluorescence polarization; inhibition, % at 9.51 µM; 300,000 tested, 0.33% active; AID 1947, 2009;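 active means inhibition above the screen mean inhibition plus 3 SD, computed separately per campaign, cut at about 18% in these data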;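 further: inhibitors lower polarization as less probe binds the enzyme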
An asterisk follows results filed as active; nt = no result given. The list is partial (hit frequency here may not be typical).

SMILES	GLD-1 RNA inh	VLA-4 inh	Efflux pump mplx	MCL1-BIM inh	Bcl-xL primary	MEX-5 binding	GRK2 inh	PME-1 primary	Fam108B counter
CCn1c(NC(=O)c2ccccc2)c(-c2cccs2)c(=O)c2ccccc21	0	3	-0.4	3	6	2.8	4	-3	2
N#Cc1c(SCC(=O)Nc2ccc(Cl)cc2Cl)sc2c(O)cc(=O)[nH]c12	4	-2	0.0	14	6	-2.1	1	-11	-3
CC(C)(C)c1ccc(C2(C)NC(=O)N(CC(=O)Nc3ccc4c(c3)OCO4)C2=O)cc1 (stereo not drawn)	7	4	-0.2	-3	7	2.7	1	4	3
CC(C)(C)c1ccc(C(=O)Nc2ccc(C(=O)N3CCCC3)cc2)cc1	-1	0	-0.1	10	6	-0.1	1	-6	0
Cc1ccc(NC(=O)CSc2nnc(-c3ccc(S(=O)(=O)N4CCOCC4)cc3)n2C)cc1	4	3	0.1	2	1	0.2	0	6	3
CCCC(C)NC(=O)c1ccccc1SC (stereo not drawn)	-8	-10	0.0	-2	-1	2.5	0	-3	5
O=c1[nH]c(CN2CCN(C/C=C/c3ccccc3)CC2)nc2cc(Cl)ccc12	1	3	0.0	0	-1	-5.5	0	1	3
COc1cc(CNC2CCCCCCC2)cc(Br)c1OCC#N	-1	8	-0.1	6	4	0.3	0	0	-2
NC(=NC(=O)c1cccc(C(F)(F)F)c1)c1ccc(C(F)(F)F)cn1	4	-9	0.0	4	4	-0.3	0	-4	-1
O=C(CCCN1C(=O)/C(=C\c2ccccc2)SC1=S)Nc1ccccc1O	2	8	0.0	-2	8	0.4	0	-7	-1
O=[N+]([O-])c1ccc(OCn2cncn2)cc1	9	-7	-0.1	6	4	1.8	2	-3	6
NC(=O)NC(=O)COC(=O)/C=C/c1cccs1	-1	-3	0.3	0	-5	3.6	0	1	0
Nc1cc(=O)[nH]c(SCCSc2ccc(F)cc2)n1	-5	-9	0.1	0	7	-1.6	1	5	0
CN(C)CC/C=C1/c2cc(F)ccc2Sc2ccc(Cl)cc21	18	9	0.0	3	6	2.1	0	5	3
Cc1ccc(C)c2[nH]c(=O)c(CCNC(=O)c3cccs3)cc12	7	18	-0.1	-4	4	-5.0	0	9	-3
O=S(=O)(c1ccccc1)n1nc(-c2ccccc2)nc1NCc1ccco1	2	0	-0.4	1	7	-0.9	0	-5	-8
COc1ccc(CCn2ccc(O)c(Cc3ccc(Cl)cc3Cl)c2=O)cc1OC	1	3	0.1	4	5	-2.4	0	3	-1
COc1ccc(CC(=O)NNC(=O)c2ccco2)cc1OC	-1	-6	-0.1	-5	-3	0.7	0	-8	0
COc1ccc2nc(NC(=O)CSC3=NCCS3)sc2c1	-5	4	0.0	3	-1	-3.3	1	-6	-7
COc1ccc(OC)c(NC(=O)C(=O)/C=C(\O)c2cc(OC)ccc2OC)c1	10	18	0.3	9	9	-1.1	0	1	3
NC(=S)N/N=C1\CC(c2ccc3c(c2)OCCCO3)Oc2ccc(F)cc21 (stereo not drawn)	8	10	0.0	5	3	3.0	0	-2	-5
O=C(Nc1ccccc1)Nc1ccc(Nc2ccccc2)cc1	-8	1	-0.2	4	8	-4.1	1	-4	-3
CN(C)CCNc1nc2sc3c(c2c(=O)n1-c1ccccc1)CCCCC3	3	8	-0.1	5	11	5.1	3	-2	-1
O=C(CCCNC(=O)c1ccc(Cl)cc1)Nc1ccc(Br)cc1	4	12	0.0	-8	0	-1.3	1	6	-5
CC(C)C[C@H](NC(=O)C1CC(=O)N(c2ccc3c(c2)OCO3)C1)C(=O)NC1CCCC1 (stereo partly drawn)	38*	32	-0.2	56*	56*	-21	4	-1	2
Nc1[nH]c(=O)[nH]c(=O)c1N=Nc1ccc(C(=O)O)cc1	nt	8	-0.2	nt	nt	1.1	2	nt	nt
Cc1c(Br)c([N+](=O)[O-])nn1C(C)C(=O)Nc1c(C)n(C)n(-c2ccccc2)c1=O (stereo not drawn)	1	-3	-0.1	6	6	1.0	0	-4	3
O=C(OCCNC(=O)c1cc2ccccc2oc1=O)c1cccnc1	3	7	0.0	0	6	-1.0	2	4	2
O=C(Nc1nnc(-c2ccc(Cl)cc2)o1)c1ccccc1Br	-3	1	0.4	3	9	-1.8	0	0	8
CCCOc1ccc(N2C(=O)CC(N3CCN(S(=O)(=O)c4ccccc4)CC3)C2=O)cc1 (stereo not drawn)	7	-2	-0.1	5	4	-2.3	0	8	-3
Cn1c(=O)c2c(ncn2CC(COCc2ccccc2)OCc2ccccc2)n(C)c1=O (stereo not drawn)	1	-8	0.0	0	5	2.7	0	0	-1
Cc1cccnc1NC(=O)CNC(=O)C1CCCCC1	1	41	0.0	-3	0	nt	0	4	nt
CCOC(=O)c1cc(-c2cc(OC)c(OC)c(OC)c2)nc2c1c(=O)[nH]c(=O)n2Cc1ccccc1	-4	20	-0.1	4	3	-3.5	2	17	0
COCCn1c(C)cc(C(=O)CSc2nc3ccccc3s2)c1C	2	4	0.0	8	6	1.1	0	-3	1
O=C(Cc1cccs1)NCc1cccnc1	5	6	0.0	6	4	-0.6	1	0	0
NNC(=O)COc1ncn(-c2ccccc2)n1	-1	-7	-0.1	7	6	-2.0	3	-1	2
O=C(NC1CC2CCC(C1)N2Cc1nnnn1Cc1ccco1)NC12CC3CC(CC(C3)C1)C2 (stereo not drawn)	3	4	-0.1	5	5	1.1	4	-9	-4
Fc1ccc2[nH]c3c(N4CCSCC4)ncnc3c2c1	2	7	0.1	1	8	0.7	0	16	0
COc1ccc(NC(=O)COC(=O)[C@@H]2CCCN2C(=O)c2cccs2)c(OC)c1	6	-17	0.0	7	7	0.3	0	-7	1
COc1ccc(N2C(=O)C3CCCN3C2c2ccc(C)o2)cc1 (stereo not drawn)	5	-14	0.0	0	1	0.5	0	1	-1
CC1CN(c2nc(-c3ccccc3)nnc2-c2ccccc2)CC(C)O1 (stereo not drawn)	-1	18	-0.1	1	5	0.9	3	0	-3
CCOc1ccc(C(=O)Nc2ccccc2C(=O)O)cc1	-2	-9	0.5	0	6	0.3	9	-19	2
C[C@H](CO)N1C[C@H](C)[C@@H](CN(C)S(=O)(=O)c2ccc(F)cc2)Oc2c(NC(=O)NC3CCCCC3)cccc2C1=O	10	4	0.1	nt	nt	nt	1	nt	nt
Cc1ccc(N(CCC#N)C(=O)COC(=O)c2ccccc2SCC(=O)N2CCCC2)cc1	19	-24	0.0	-1	3	3.1	0	1	2
COC(=O)c1ccc(CSc2ccc3nnc(-c4ccccn4)n3n2)o1	4	54*	0.3	4	5	-2.0	3	1	2
O=C(Cn1cncn1)N1CCN(c2ccc(F)cc2)CC1	10	5	-0.1	-1	1	1.2	0	-2	4
O=C(CCN1CCCCC1)c1ccc2c(c1)OCCO2	-1	6	0.1	-9	-4	0.5	0	-5	1
COCCNC(=O)CS(=O)Cc1nc(-c2ccccc2C)oc1C (stereo not drawn)	3	4	0.1	-5	1	2.6	0	4	4
NC(=O)N1OCC2COc3ccc4ccccc4c3C21 (stereo not drawn)	11	8	0.0	-3	-3	-0.8	1	-6	-6
Cc1ccc(Nc2nc(-c3cccnc3)cs2)cc1Cl	-1	2	-0.1	-2	10	3.9	1	2	-6
COc1ccc(NS(=O)(=O)c2ccc(C)c(C(=O)N3CC(C)OC(C)C3)c2)cc1 (stereo not drawn)	-5	-3	0.0	-3	1	1.2	0	-1	3
COC(=O)C(Cc1ccccc1)NC(=O)CCNC(=O)c1ccc(Br)cc1 (stereo not drawn)	-3	7	0.2	-15	-14	1.5	0	-8	-17
CCc1cc(=O)oc2cc(C)cc(OCC(=O)NCCCN3CCOCC3)c12	0	13	0.4	2	1	0.7	0	0	0
Cc1ccc(S(=O)(=O)N2CCC(C(=O)N[C@@H](C)C(=O)NCC3CCCO3)CC2)cc1 (stereo partly drawn)	-5	1	0.2	-5	4	-0.2	0	-11	-3
COc1ccc(-c2noc(CCN3C(=O)c4ccccc4C3=O)n2)cc1OC	2	-21	-0.1	10	6	-2.9	1	-1	4
COc1ccc(-c2nn(-c3ccccc3)cc2CN2CCCO2)c(F)c1	0	10	0.1	-1	-2	0.9	0	3	-2
CC(=O)Nc1ccc(OCC(=O)c2cc(C)ccc2C)cc1	8	8	0.1	0	-1	-0.2	0	-3	-1
Cc1cccc(/N=C/c2nc(-c3ccccc3Br)oc2O)n1	1	17	-0.1	-6	5	-3.5	0	4	27*
Cc1ccc(C(=O)CNc2ccccc2)cc1	1	8	0.3	-3	6	0.4	2	-4	2
N#Cc1ccccc1NC(=O)CSC1=Nc2ccccc2C2CC=NN12 (stereo not drawn)	-1	-15	0.0	6	6	0.2	0	-7	-7
Next compounds follow.
SMILES	GLD-1 RNA inh	VLA-4 inh	Efflux pump mplx	MCL1-BIM inh	Bcl-xL primary	MEX-5 binding	GRK2 inh	PME-1 primary	Fam108B counter
Cc1ccc2c(=O)c(C(=O)c3ccc(F)cc3)cn(CC(=O)NCc3ccco3)c2n1	-3	4	0.1	12	8	-2.4	17	3	-1
COc1ccc(C(=O)Nc2ccc(Cl)cc2C(=O)NCCO)cc1	0	-4	0.7	3	7	-2.5	0	-7	-5
Cc1ccc(NC(=S)/N=C(\N)Nc2nc(C)c3cc(C)ccc3n2)c(C)c1	-3	13	0.0	7	7	2.7	0	-4	7
CCn1c(SCC(=O)c2ccc(C)cc2)nnc1-c1ccncc1	-1	11	8.2*	-9	-2	1.2	0	-2	0
N=C1C(c2ccccc2)=C(O)CN1c1ccccc1	-2	11	0.1	7	5	0.8	0	-2	0
COCc1nnc(NC(=O)COc2ccc3c(c2)OCO3)s1	2	2	0.0	2	-1	-1.4	0	-2	-4
Cc1ccc(-c2nc(CN(Cc3cnn(C)c3)C(C)C)c(C)o2)o1	8	20	-0.1	-1	1	0.9	4	3	0
CC(=O)Nc1cccc(-c2nnc(SCC(=O)N3CCCCC3)n2C)c1	2	6	0.0	-1	-2	-0.6	0	1	1
CCOC(=O)Cc1csc(NS(=O)(=O)c2ccc(Br)cc2)n1	-2	-11	0.0	5	9	1.3	4	-5	1
CC1(C)OC(=O)C(=NNc2ccccc2[N+](=O)[O-])C(=O)O1	6	-6	0.3	-5	-4	1.1	0	-12	-1
Cc1ccc(Cc2nnc(SCC(=O)Nc3ccc(C)cc3C)[nH]c2=O)cc1	4	-10	0.0	-6	-1	1.4	8	-2	1
O=C(NCc1cccs1)c1cc2c(s1)CS(=O)(=O)C2	1	5	0.1	8	4	0.6	0	1	3
CCC(=O)Nc1cccc(NC(=O)c2ccc3c(c2)OCCO3)c1	2	3	-0.1	6	-2	-2.0	0	-1	4
